Screens deposited in PubChem by several laboratories.
M4 ag = CHRM4 agonism in calcium assay | P08173 | CHO-K1 hM4/Gqi5, Fluo-8 calcium fluorescence; vehicle 0%, full acetylcholine response 100% | activation, % at 3 µM | 0.14% of 360,000 active | AID 624127;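 active = activation above the run mean over all test wells plus 3 SD, cut at about 32% in these data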;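 note: peak over basal fluorescence ratio per well then scaled between controls; 0% = DMSO wells and 100% = acetylcholine at EC100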
Target sequence (P08173 whole entry, looked up): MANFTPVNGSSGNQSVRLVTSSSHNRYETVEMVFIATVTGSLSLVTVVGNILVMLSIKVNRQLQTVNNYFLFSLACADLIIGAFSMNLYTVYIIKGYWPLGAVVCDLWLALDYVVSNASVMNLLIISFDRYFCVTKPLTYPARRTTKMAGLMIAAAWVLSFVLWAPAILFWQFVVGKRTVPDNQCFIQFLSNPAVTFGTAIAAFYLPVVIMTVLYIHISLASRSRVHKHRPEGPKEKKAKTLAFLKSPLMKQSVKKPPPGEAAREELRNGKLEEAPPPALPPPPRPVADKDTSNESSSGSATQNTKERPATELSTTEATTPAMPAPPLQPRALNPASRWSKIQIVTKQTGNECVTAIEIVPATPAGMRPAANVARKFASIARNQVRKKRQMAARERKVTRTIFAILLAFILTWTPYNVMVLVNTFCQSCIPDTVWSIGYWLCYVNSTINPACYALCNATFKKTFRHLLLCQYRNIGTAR
CRFBP-R2 block = blocks CRF-induced signaling of the CRF-BP/CRF-R2 complex | HEK293 CRF-R2/CRF-BP, CRF-induced calcium fluorescence | inhibition, % at 11.8 µM | 0.59% of 350,000 active | AID 588475;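 active = inhibition of the ligand-induced calcium signal above about 50% at the single tested concentration, limit read from the data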
M5 antag = blocks acetylcholine activation of human M5 receptor; P08912; CHO-hM5 cells, Fluo-8 calcium fluorescence, ACh EC80; inhibition, % at 3 µM; AID 624040; 0.59% of 360,000 active;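 active = inhibition above a per-plate cutoff, the mean of that plate's test compounds plus 3 SD, cut at about 27% in these data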;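 note: 0% = acetylcholine EC80 with DMSO and 100% = DMSO without agonist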
Target sequence (P08912 whole entry, looked up): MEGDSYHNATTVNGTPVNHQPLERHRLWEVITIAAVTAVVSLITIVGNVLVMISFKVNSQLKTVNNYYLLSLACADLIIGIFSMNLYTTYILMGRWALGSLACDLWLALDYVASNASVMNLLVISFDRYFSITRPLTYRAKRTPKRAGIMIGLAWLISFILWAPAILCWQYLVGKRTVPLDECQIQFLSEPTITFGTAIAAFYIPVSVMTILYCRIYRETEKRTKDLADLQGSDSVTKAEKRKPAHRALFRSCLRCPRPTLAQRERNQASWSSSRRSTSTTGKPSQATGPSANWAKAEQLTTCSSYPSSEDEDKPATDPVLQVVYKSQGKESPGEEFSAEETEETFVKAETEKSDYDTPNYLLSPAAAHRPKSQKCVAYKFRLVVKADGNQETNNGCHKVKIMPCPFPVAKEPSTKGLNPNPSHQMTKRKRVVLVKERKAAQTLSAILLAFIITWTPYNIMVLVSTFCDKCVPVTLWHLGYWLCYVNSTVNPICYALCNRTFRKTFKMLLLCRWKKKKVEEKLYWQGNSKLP
IDE cell inh = cellular human IDE inhibition; 0.41% of 320,000 active; inhibition, % at 5.59 µM; HEK cells, FAbetaB cleavage, fluorescence polarization;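 active = percent inhibition above the average of all tested compounds plus 3 SD, set per screening campaign, cut at about 16% in these data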;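 note: IDE supplied by intact live HEK cells; FP after avidin binding of uncleaved biotin substrate so inhibition keeps polarization high; 0% = DMSO wells and 100% = 60 µM reference IDE inhibitor Ii1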
M5 ag = CHRM5 agonism in calcium assay | P08912 | CHO-K1 hM5 cells, Fluo-8 calcium fluorescence; 0% DMSO wells, 100% maximal acetylcholine response | activation, % at 3 µM | 0.19% of 360,000 active | AID 624037;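 active = activation above the run's mean over test compounds plus 3 SD, cut at about 23% in these data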;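 note: signal is peak over basal fluorescence ratio across the kinetic read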
CHRM4 antagonist = CHRM4 antagonism in calcium assay; inhibition, % at 3 µM; 0.73% of 360,000 active; CHO-hM4 cells, ACh EC80, Fluo-8 calcium fluorescence; P08173;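 active = inhibition above its plate's cutoff, the mean inhibition of sample wells plus 3 SD, cut at about 27% in these data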;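 note: 0% = acetylcholine EC80 with DMSO and 100% = DMSO without agonist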
CHRM4 PAM = potentiates acetylcholine response at human M4 receptor; P08173; CHO-K1 hM4/Gqi5, Fluo-8 calcium fluorescence, ACh EC20; 0% = ACh EC20, 100% = maximal ACh; activation, % at 3 µM; 0.4% of 360,000 active; AID 624126;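 active = activation above its plate's cutoff, the mean activation of sample wells plus 3 SD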; note: some results filed as inactive read as strong as hits
CRFBP-R2 agonist = CRF-BP/CRF-R2 complex agonism. 0.46% of 350,000 active. HEK293 CRF-R2/CRF-BP, calcium dye fluorescence (FLIPR); percent of saturating CRF peptide response. activation, % at 13.2 µM;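 active = activation of at least 50%, plus an integration ratio under a set limit after plate pattern correction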;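 note: plate controls were neutral control wells without compound for no effect and CRF at EC100 for full effect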
M5 PAM = CHRM5 positive allosteric modulation | P08912 | 0.3% of 360,000 active | activation, % at 3 µM | CHO-K1 hM5, Fluo-8 calcium, ACh EC20 PAM; 0% = ACh EC20, 100% = ACh EC100;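 active = activation above the run cutoff, the mean activation of all test compounds plus 3 SD, cut at about 18% in these data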
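Replicates: One well per compound, no replicates | System: Human M5 receptor in CHO-K1 cells | Benchmarks: Low control EC20 acetylcholine (0%), high control EC100 acetylcholine (100%) | Probe or stimulus: Acetylcholine, EC20 level | Times: Fluo-8 loading 80 min at 37 °C plus 30 min room temperature | Signal: Intracellular calcium via Fluo-8 fluorescence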
* = called active by the depositor; x = not tested or not shown.

SMILES	M4 ag	CRFBP-R2 block	M5 antag	IDE cell inh	M5 ag	CHRM4 antagonist	CHRM4 PAM	CRFBP-R2 agonist	M5 PAM
O=C(Nc1nc(-c2cc(Cl)sc2Cl)cs1)c1ccc(Br)s1	0	20	12	0	-7	-2	2	-2.9	-8
O=S1(=O)N=C(N(CCO)/N=C/C=C/c2ccccc2)c2ccccc21	10	-29	8	3	-2	-3	-2	-3.7	-13
c1ccc(CCNc2nc(-c3ccccn3)cs2)cc1	1	0	6	1	-2	3	-4	-1.7	-7
CC(C)Cc1nc2sc3c(=O)[nH]cnc3c2c2c1CCCC2	0	25	6	2	0	-4	8	-2.0	4
O=C(COC(=O)C1CC2CCCC(C1)C2=O)NNC(=O)c1ccccc1F (stereo unspecified)	1	-4	3	5	2	3	-6	0.4	3
O=C(NCCc1ccccc1)C1CCN(C(=O)c2ccc(F)cc2)CC1	0	3	11	0	2	2	-1	-0.4	-5
CC(NC(=O)CCc1ccccc1)c1ccc2c(c1)OCO2 (stereo unspecified)	1	2	1	1	-1	-2	-3	-0.9	9
COc1ccc(S(=O)(=O)NCc2cccnc2)cc1NC(=O)c1ccccc1	2	-9	5	-4	-5	-9	9	3.4	1
COc1ccccc1NC(=O)c1ccc(COc2ccccc2OC)o1	4	19	-3	7	-3	-5	-4	0.8	-4
COc1ccc(C(=O)NCC(=O)N2CCCC(C)C2)cc1OC (stereo unspecified)	1	9	-13	-4	-1	-18	-1	-0.1	13
O=C(COC(=O)c1ccccc1O)NC12CC3CC(CC(C3)C1)C2	2	-23	2	2	2	13	-5	-1.9	-11
CCCOc1ccc(-c2nnc(N)s2)cc1	0	-19	3	-3	-6	-8	6	0.9	5
COc1ccc(OC)c(N2C(=O)C(Cl)=C(N3CCOCC3)C2=O)c1	-1	-7	-4	1	-1	8	-3	-1.3	-5
O=C(Cc1ccc(Br)cc1)NCCc1ccccc1	0	-1	1	4	-3	5	-2	-0.4	4
Nc1ncnc2c1ncn2[C@@H]1O[C@H](CN=C2NS(=O)(=O)c3ccccc32)[C@@H](O)[C@H]1O	0	-4	3	-2	0	-16	-1	-0.2	-6
COc1cc(OC)cc(C(=O)Nc2ccccc2C(=O)NC2CC2)c1	13	-8	8	-4	3	-2	0	0.9	-16
O=C(/C=C/c1ccc(Cl)c(Cl)c1)NC1=NCCS1	2	0	11	2	-2	5	0	-0.2	-7
COC(=O)c1ccc2c(c1)N(Cc1nc(-c3ccc(Cl)cc3)oc1C)C(=O)C1CCCN21 (stereo unspecified)	1	-14	1	-2	1	-2	-7	0.1	2
CCc1nn(C)c(-c2n[nH]c(=S)n2N)c1Cl	1	-8	-7	5	1	2	7	-0.5	5
O=C(c1cc2ccccc2o1)N1CCN=C1SCc1cccnc1	0	5	2	10	-7	-8	17	-0.3	-1
Cc1cnc(C(=O)OCC(=O)c2csc(N3CCCCC3)n2)cn1	0	5	8	-2	-10	6	-3	0.4	-1
CC(C)C[C@H](NC(=O)N1CCN(c2ccccc2)CC1)C(=O)O	1	-14	2	-1	2	7	7	-0.6	-1
Cc1ccc(C(C#N)c2ccc(C(=O)c3ccc(F)cc3)cc2)cc1 (stereo unspecified)	2	6	12	4	3	17	-11	-1.4	-17
CCCc1nnc(SCC(=O)N2CCOCC2)n1CC1CCCO1 (stereo unspecified)	1	6	2	-2	4	-2	-1	0.9	2
O=S(=O)(c1ccccc1)N1N=C(c2cccs2)CC1c1ccc(F)cc1 (stereo unspecified)	1	0	-2	-1	-11	8	-1	0.1	-24
CC(=O)N1N=C(c2ccccc2)CC1c1ccc(F)cc1 (stereo unspecified)	1	1	18	-1	-3	10	-6	-0.1	-5
O=C(Nc1cccc(OC(F)(F)F)c1)C1Cc2c(-c3ccccc3Oc3ccccc3)ccnc2O1 (stereo unspecified)	0	x	11	x	-1	14	-5	x	-4
CS(=O)(=O)c1ccc2nc(NC(=O)CN3CCC(Cc4ccccc4)CC3)sc2c1	1	-20	13	5	-7	8	-2	1.7	-10
COc1cc(C2=NOC(C(=O)N3CCCc4ccccc43)C2)cc(OC)c1OC (stereo unspecified)	5	-16	-6	-2	0	4	2	-3.1	2
CC(=O)Nc1ccc(S(=O)(=O)N2CCN(c3nc(NC4CCCC4)c4ccccc4n3)CC2)cc1	4	-30	2	3	0	6	-14	0.2	2
O=C(COn1nnc2ccccc21)NCC1CCCCC1	1	-2	13	12	-4	0	-4	-0.5	-15
C=CCn1c(SCC(=O)N2CC(=O)Nc3ccccc32)nc2scc(-c3cccs3)c2c1=O	6	-12	5	-5	3	-1	-8	1.0	-23
CCOC(=O)N1CCN(C(=O)CN2C(=O)COc3ccc(C(C)(C)C)cc32)CC1	4	8	-6	2	4	-8	2	1.8	-2
CC(=O)NC(c1ccc(F)c(F)c1)c1nc(-c2ccc(F)c(Cl)c2)cs1 (stereo unspecified)	1	x	-2	x	-1	-10	3	x	1
O=C(COc1ccc([N+](=O)[O-])cc1)N/N=C/c1cc([N+](=O)[O-])ccc1N1CCOCC1	1	3	1	1	-3	-1	-2	0.8	-4
CC1CN(C(=O)c2cc(S(=O)(=O)N(C)c3ccc(F)cc3)ccc2Cl)CC(C)O1 (stereo unspecified)	1	2	0	-2	-1	8	0	1.0	-2
CCOC(=O)c1c(NC(=O)CN2CCN(C(=O)c3ccco3)CC2)sc(C)c1C	1	2	17	0	-4	-2	3	-0.7	-3
O=S(=O)(c1cnc(Cl)c(Cl)c1)N1CCN(c2ncccn2)CC1	0	14	2	-2	-2	7	-9	-1.1	-2
Clc1ccc(OCCOCCNCc2ccccc2)cc1Cl	15	-12	-7	-3	-3	10	-8	-0.7	-2
CN1CCc2c(sc(NC(=O)c3cc(Cl)sc3Cl)c2C(N)=O)C1	2	-56	3	3	2	-7	3	21	2

Five entries picked at random from the list so far, as already listed:
SMILES	M4 ag	CRFBP-R2 block	M5 antag	IDE cell inh	M5 ag	CHRM4 antagonist	CHRM4 PAM	CRFBP-R2 agonist	M5 PAM
CC(=O)Nc1ccc(S(=O)(=O)N2CCN(c3nc(NC4CCCC4)c4ccccc4n3)CC2)cc1	4	-30	2	3	0	6	-14	0.2	2
O=S1(=O)N=C(N(CCO)/N=C/C=C/c2ccccc2)c2ccccc21	10	-29	8	3	-2	-3	-2	-3.7	-13
C=CCn1c(SCC(=O)N2CC(=O)Nc3ccccc32)nc2scc(-c3cccs3)c2c1=O	6	-12	5	-5	3	-1	-8	1.0	-23
Cc1cnc(C(=O)OCC(=O)c2csc(N3CCCCC3)n2)cn1	0	5	8	-2	-10	6	-3	0.4	-1
COc1ccc(S(=O)(=O)NCc2cccnc2)cc1NC(=O)c1ccccc1	2	-9	5	-4	-5	-9	9	3.4	1

Following part
SMILES	M4 ag	CRFBP-R2 block	M5 antag	IDE cell inh	M5 ag	CHRM4 antagonist	CHRM4 PAM	CRFBP-R2 agonist	M5 PAM
Cn1nc(C(=O)OCCN2C(=O)c3ccccc3C2=O)c2ccccc2c1=O	2	6	-7	-8	-1	5	-1	-0.7	2
O=S(=O)(c1cccs1)N1CCCCC1	0	2	3	x	-1	2	0	0.0	1
CC(C1CC2CCC1C2)n1c(COc2ccccc2F)nnc1SCC(N)=O (stereo unspecified)	5	-58	0	0	4	-9	14	9.6	9
CC(=O)Nc1ccc(S(=O)(=O)N2CCSC2c2ccco2)cc1 (stereo unspecified)	4	1	6	2	-1	-6	-8	-0.7	0
O=C(NCCCN1CCOCC1)c1cc(-c2ccc(Br)cc2)nc2ccccc12	14	-40	0	4	-3	-8	14	0.3	-3
CCN(CC)C(=O)C1=C(C)NC(=S)NC1c1ccc(C)s1 (stereo unspecified)	1	9	-15	-3	1	2	1	-1.0	9
CC(=O)Nc1ccc(S(=O)(=O)NCCC(=O)OCC(=O)c2cccc(Br)c2)cc1	13	3	-10	x	1	-10	-7	1.6	-10
CCC1CN2CCc3cc(OC)c(OC)cc3C2CC1CC1c2cc(OC)c(OC)cc2CCN1C(=O)C(Cc1c[nH]c2ccccc12)NC(=O)OC(C)(C)C (stereo unspecified)	10	-29	27*	x	-1	-3	-7	1.6	-25
CCN(CC)C(=O)COc1coc(CN2CCN(Cc3ccccc3)CC2)cc1=O	1	-4	-4	-3	-4	-6	6	-0.5	6
CCc1cc(=O)oc2cc(OC(=O)CN3C(=O)NC4(CCCC4)C3=O)ccc12	1	7	6	4	-5	-3	8	-3.9	-2
CCS(=O)(=O)c1nc(S(=O)(=O)c2ccc(Cl)cc2)c(N2CCc3ccccc3C2)s1	1	4	1	3	0	0	-5	6.8	-1
CCCCn1c(N)c(N(CCOC)C(=O)c2ccc3c(c2)OCCO3)c(=O)[nH]c1=O	0	1	-10	-2	-3	-2	3	-0.5	5
O=C(CN(C(=O)Cn1nnc(-c2cccs2)n1)c1ccc2c(c1)OCCO2)NCc1ccccc1	3	1	1	0	-2	11	-8	0.3	-3
COC(=O)[C@@]1(Cc2ccccc2)C=C[C@@H](C)N1C(C)=O	1	-4	9	-7	4	-7	5	0.5	6
Cc1csc(NC(=O)Cc2c(F)cccc2Cl)n1	1	-12	5	-1	-1	-14	4	1.3	-1
COc1ccc(C(=O)N2c3ccccc3CC2C)cc1OC (stereo unspecified)	1	0	-6	2	-6	-6	1	-0.4	8
COc1ccc(CNC(=O)C(C)OC(=O)Cn2cnc3c2c(=O)n(C)c(=O)n3C)cc1 (stereo unspecified)	2	-2	2	x	-2	-14	3	1.6	-4
O=C(Nc1ccccc1N1CCCC1)c1cccc(-c2cc3ccccc3oc2=O)c1	2	-9	10	-3	-4	-2	-9	-1.9	-11
Cc1ccc(S(=O)(=O)N2Cc3ccccc3CC2C(=O)N(C)C)cc1 (stereo unspecified)	0	8	-3	x	0	3	3	-1.0	4
Cc1cc(C(=O)COc2ccc(F)cc2Br)c(C)n1C	1	7	7	-2	-4	-2	9	0.5	8
N#C/C=C/N1CCC(Cc2ccccc2)CC1	2	0	8	-2	-8	-3	3	-1.8	2
O=C(Nc1cc(Cl)cc(Cl)c1)c1cccnc1	3	-46	8	4	5	-3	-2	0.3	-1
CC(C)(C)c1nnc(NC(=O)C2CCN(c3ncccn3)CC2)s1	0	-22	1	2	-2	3	3	-1.6	0
CCN(c1ccc(OC)cc1)S(=O)(=O)c1ccc2c(c1)NC(=O)CS2	2	-5	-7	2	-3	-17	1	-0.1	10
Cc1cccc(C)c1NC(=O)C1(C)CN(S(C)(=O)=O)CC(=O)N1CCc1ccccc1F (stereo unspecified)	4	x	2	x	5	-13	9	x	-6
Cc1nc(C(F)(F)F)ccc1C(=O)N1CCC1(C)C(=O)NS(=O)(=O)c1cccc(F)c1 (stereo unspecified)	0	x	-1	x	1	0	-4	x	0
Cn1c(C(C(=O)NCC2CCCO2)N(CCc2ccccc2)C(=O)Cn2nnc3ccccc32)nc2ccccc21 (stereo unspecified)	2	-11	-2	12	-3	-12	-1	-2.6	-3
Cc1cc(C(=O)N2CCC(CO)(Cc3cccc(C(F)(F)F)c3)CC2)n[nH]1	6	-8	6	5	-1	-8	-3	0.4	-4
O=C(Oc1ccccc1N1C(=O)C2CCCCC2C1=O)c1ccc(Cl)cc1 (stereo unspecified)	0	-15	10	-3	1	2	7	-0.3	-2
Cc1ccc(-n2ncc3c(=O)n(CC(=O)N4CCCCCC4)cnc32)cc1	0	-10	2	4	-3	7	3	-0.7	1
CC1=C(C(=O)OCc2ccc3c(c2)OCO3)C(c2ccc(O)c([N+](=O)[O-])c2)NC(=O)N1 (stereo unspecified)	1	-7	0	-5	2	-10	3	-2.5	4
